Pf growth 96h: P. falciparum growth inhibition at 96 hour, primary screen for plastid delayed-death inhibitors; P. falciparum luciferase reporter growth, 96 h; Potency, µM (doses to about 28.7 µM), without a hit: at the top dose activity change, negative = inhibition, most hits filed as inhibitors; AID 504834; 320,000 tested, 6.9% active; further: potency means the concentration at half of the fitted maximal effect; on the % scale 0 is the no-effect control and ±100 the full control effect
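P. falciparum expressing integrated firefly luciferase, in erythrocytes at 2% hematocrit, 0.05% parasitemia, incubated with compounds 96 h at 37 C, 5% CO2. Growth inhibition read as loss of luminescence; two-generation exposure targets delayed-death apicoplast inhibitors.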
CHX counter: affects cycloheximide protein synthesis inhibition readout, counter-screen; AID 2314; cell reporter, cycloheximide protein synthesis inhibition counterscreen; 300,000 tested, 12% active; max response, %; in the data active means max response mostly above about 13%, no sharp cut-off; inactive means mostly below about 14%; further: read at 38.3 µM for the half of the compounds with a filed dose; 0% is about no effect
Pf growth 48h: P. falciparum growth inhibition at 48 hours (one generation) | P. falciparum luciferase growth in erythrocytes, 48 h | Potency, µM (series often up to 28.7 µM), without a hit: at the top dose activity change, negative = inhibition, most hits filed as inhibitors | 310,000 tested, 5.9% active | AID 504832; further: potency means the concentration at half of the fitted maximal effect; on the % scale 0 is the no-effect control and ±100 the full control effect
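Read-out is firefly luciferase luminescence from an integrated reporter in P. falciparum, so falling signal marks reduced parasite growth. Infected erythrocytes were at 2% hematocrit and 0.1% parasitemia (final) in Albumax-supplemented RPMI 1640.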
FBPA Giardia inh: blocks Giardia fructose-bisphosphate aldolase activity. purified Giardia FBPA. A8B2U2. Potency, µM (highest dose often 59.6 µM), inactives show at the top dose activity, negative = inhibition, usual class: inhibitors. 290,000 tested, 0.71% active; further: potency means the concentration at half of the fitted maximal effect; on the % scale 0 is the no-effect control and ±100 the full control effect; nearly all actives have a fitted effect of over 55% in size
Target sequence (A8B2U2 whole entry, looked up): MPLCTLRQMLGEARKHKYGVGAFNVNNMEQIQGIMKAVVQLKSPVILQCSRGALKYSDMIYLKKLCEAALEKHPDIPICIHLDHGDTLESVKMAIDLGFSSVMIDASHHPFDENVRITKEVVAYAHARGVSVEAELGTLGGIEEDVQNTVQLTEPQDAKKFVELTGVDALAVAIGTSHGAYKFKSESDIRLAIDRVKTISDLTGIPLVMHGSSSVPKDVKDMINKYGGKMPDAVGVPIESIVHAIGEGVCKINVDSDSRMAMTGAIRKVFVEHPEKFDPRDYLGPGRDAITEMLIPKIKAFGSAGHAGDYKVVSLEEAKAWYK
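Giardia FBPA (40 nM reagent) was preincubated 10 min at RT with compound (up to 57.5 uM final), then substrate plus GAPDH/TPI/NAD/arsenate coupling system with diaphorase/resazurin was added; resorufin fluorescence (525/598 nm) was read after 20 min.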
HCV inhibitor: blocks hepatitis C virus. Huh7.5.1 HCVcc-Cre infection, luciferase reporter, 44 h. Potency, µM (titrated, usually from 41.8 µM), without a hit: top-dose activity change, negative = inhibition, actives largely listed as inhibitors. 340,000 tested, 3.4% active; further: potency means the concentration at half of the fitted maximal effect; on the % scale 0 is the no-effect control and ±100 the full control effect
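Compounds are dispensed onto cells plated 4 h earlier at 1,000 per well, with HCVcc-Cre virus (about 0.5 moi) added next. Following 44 h of culture, luminescent signal is measured for 15 sec after 15 min with substrate at room temperature.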
Shiga toxin inh: blocks Shiga toxin action in Vero cells | Vero cells, Shiga toxin protein synthesis inhibition reporter | inhibition, % at 38.7 µM | 290,000 tested, 9.2% active; in the data active means inhibition mostly above about 28%, no sharp cut-off; inactive means mostly below about 43%; further: 0% is about no effect
Numbers without * were called inactive; i = inactive; ? = inconclusive; . = no result given; & = joins results of further samples; [ ] = dose if it differs, or a comment. Unless noted, the call rests on the fitted dose curve; in most records, active means well fitted curve in the direction sought with a large enough effect; inconclusive means small, poorly fitted or top-dose-only effect, or another doubt; inactive means no such curve, though single readings can be large; an effect the other way counts as inactive or inconclusive. This is a random part of the collection. About 24% of those tested had a hit in this group.

nr	SMILES	Pf growth 96h	CHX counter	Pf growth 48h	FBPA Giardia inh	HCV inhibitor	Shiga toxin inh
1	CC1(C)Cc2ccccc2-c2nc(CN3CCOCC3)[nH]c(=O)c21	5%	-7	?	-5%	10%	-9
2	O=C(C1CC(=O)N(C2CCCC2)C1)N1CCN(c2cccc(C(F)(F)F)c2)CC1 (stereo unspecified)	-15%	.	?	.	?	.
3	CC(=O)c1cccc(NC(=O)COc2cc(C)on2)c1	-1%	.	47%[activator]	.	6%	.
4	C=C(C)Cn1c(SCC(=O)N/N=C/c2cccc(O)c2)nc2ccccc2c1=O	-1%	1	-12%	0%	-12%	-9
5	COC(=O)c1ccccc1NC(=O)c1ccc(COc2ccc3c(c2)CCC3)cc1	14%	14	18%	-1%	7%	14
6	C=CCc1cccc(/C=N/NC(=O)c2ccccc2OC)c1O	?	30*	?	?	?	135*
7	CS(=O)(=O)N(CC(=O)NC1CC2CCC1C2)c1ccc(Oc2ccccc2)cc1 (stereo unspecified)	?	15*	?	-7%	?	38
8	NC(=O)CSc1cn(Cc2ccc(F)cc2)c2ccccc12	?	-4	?	-5%	-12%	-19
9	N#CCC(=O)Nc1ccc(C(=O)OCC(=O)Nc2ccc3ccccc3c2)cc1	-14%	.	13µM*	.	?	.
10	Cc1cnc(C)c(N2CCN(C(=O)C3CCC(=O)N(CCc4cccc(F)c4)C3)CC2)n1 (stereo unspecified)	15µM*	-1	-10%	.	?	0
11	Cc1cc(C(=O)N/N=C/c2cccc(OC(=O)c3cccc(Br)c3)c2)n[nH]1	7%	15	26%	.	4%	23*
12	O=[N+]([O-])c1cc(C(F)(F)F)ccc1N1CCN(S(=O)(=O)c2ccc3ccccc3c2)CC1	-33%	2	?	1%	6.3µM*	-5
13	CC(C)[C@@H]1NC(=O)[C@@H](Cc2ccccc2)NC(=O)[C@H](CC(=O)O)NC(=O)CNC(=O)[C@H](CCCN=C(N)N)NC1=O	.	-2	.	7%	.	-5
14	FC(F)(F)c1ccc(C2NCCc3sccc32)cc1 (stereo unspecified)	-14%	45*	1%	-4%	6%	34
15	O=C(O)CCC(=O)c1ccc2c(c1)CCCC2	?	9	6%	16%	24%	20
16	O=C(NCCC1=CCCCC1)c1cccc(S(=O)(=O)N2CCCCC2)c1	?	.	?	.	-5%	.
17	Cc1ccc(CN2C(=O)CSC2c2cccnc2)cc1 (stereo unspecified)	-17%	1	?	2%	-4%	-6
18	NS(=O)(=O)c1ccc(N2CCOCC2)c(C(=O)NCc2ccc3c(c2)OCO3)c1	19%	.	53%[activator]	.	?	.
19	CCSc1nc2c(sc3ccccc32)c(=O)n1C(C)C	13µM*	-4	.	3%	-27%	23
20	CC(C(=O)N1CCCc2ccccc21)N1CCN(S(=O)(=O)c2ccccc2F)CC1 (stereo unspecified)	?	-2	?	1%	-19%	43
21	O=C(NCc1cc(F)cc(C(F)(F)F)c1)C1CCC(=O)N(C2CCCC2)C1 (stereo unspecified)	-16%	25	-11%	.	1%	41
22	N#Cc1c(SCC(=O)Nc2nncs2)sc2c(O)cc(=O)[nH]c12	?	-1	-13%	?	13%	-5
23	C=CCn1c(-c2cc3c(s2)CCC(CC)C3)n[nH]c1=S (stereo unspecified)	40%[activator]	24*	18%	11%	1%	36
24	CC(C)NC(=O)NC(=O)CSc1nnc(-c2c[nH]c3ccccc23)o1	-22%	30	5%	.	?	38
25	CN(Cc1ccccc1)C(=O)COC(=O)C1CCN(S(=O)(=O)c2ccc3c(c2)OCCO3)CC1	-35%	.	-6%	.	4%	.
26	CCC(CC)NC(=O)c1ccc2nc[nH]c2c1	-19%	-4	.	1%	19%	-6
27	O=C(Nc1ccccc1-c1nnc(SCc2ccc(Cl)cc2)o1)c1ccccc1	0%	-1	13µM*	-2%	18%	5
28	C=CCOC(=O)C1=C(C)NC(=O)NC1/C=C/c1ccccc1OC (stereo unspecified)	?	-3	-4%	-1%	?	-4
29	CC(C)NC(=O)c1onc(CSc2ccc(Cl)cc2)c1C(=O)O	84%[activator]	-1	8%	14%	31%[activator]	24
30	Cc1[nH]n(-c2ccccc2)c(=O)c1C=NC1CCCCCC1	33%[activator][5.75 µM]	20*	-5%	-1%	-15%	39
31	CC1(C)CC(=O)c2cc(C(=O)N3CCCC(C)(C)C3)c(=O)n(-c3ccccc3)c2C1	?	-1	?	0%	2%	-7
32	COc1ccc(C(=O)N[C@H](C(=O)Nc2nc3c(s2)CCCC3)C(C)C)cc1	-44%	59*	45%[activator]	-7%	-27%	79*
33	COc1ncccc1C(=O)NCC(CC(=O)O)c1ccccc1 (stereo unspecified)	.	-1	21%	18%	28%	21
34	O=c1nc(N/N=C/C=C/c2ccccc2)cn[nH]1	?	37*	72%[activator]	-28%	11%	67*
35	O=C(NCCc1ccc(Cl)cc1)c1cccc(N2CCCC2=O)c1	?	21*	59%[activator]	.	-3%	73*
36	CN1CCN(C(=O)c2cc(=O)c3cc(Cl)ccc3o2)CC1	13%	-3	19%	-6%	6%	3
37	Cc1ccc(NC(=O)CSc2nnc(-c3ccc(S(=O)(=O)N4CCCC4)cc3)o2)cc1C	28%	-7	?	3%	?	-19
38	COc1ccc(S(=O)(=O)N2CCCCC2)cc1NC(=O)Cc1ccsc1	13µM*	.	?	.	-2%	.
39	CC(=O)Nc1ccc(NC(=O)C(C)OC(=O)CCc2nc3ccccc3s2)cc1 (stereo unspecified)	25%	-2	39%[activator]	7%	16%	14
40	CCC(Sc1nc2ccc(C)cc2[nH]1)C(=O)O (stereo unspecified)	7%	10	.	-4%	4%	21
41	CCCN1CCN(C(=O)Cn2cnc3sc(C)c(S(=O)(=O)N4CCC(C)CC4)c3c2=O)CC1	13%	-2	2%	2%	6%	-18
42	Cc1ccc2oc(=O)cc(/C=C/c3ccccc3)c2c1	-22%	-3	-7%	2%	?	12
43	Cc1cc(C)cc(C(=O)N2CCN=C2SCc2ccc([N+](=O)[O-])cc2)c1	?	-2	?	2%	9%	5
44	O=C(CN1CCOCC1)NNC(=O)c1ccc([N+](=O)[O-])cc1	35%[activator]	-2	5%	.	20%	-16
45	O=C(CN1C(=O)N/C(=C\c2ccccc2OCc2ccc(C(=O)O)cc2)C1=O)Nc1ccc(F)cc1	5.2µM*	-1	8%	-2%	25%	-6
46	CCOC(=O)C1CCCN(C(=O)c2cc(Nc3ccc(OC)cc3)nc3ccccc23)C1 (stereo unspecified)	?	7	?	-1%	?	17
47	C=CCOc1c(Br)cc(/C=N/n2c(CC)n[nH]c2=S)cc1Br	?	-2	10%	5%	3%	1
48	O=C(Nc1nc(-c2ccccn2)cs1)c1cc(S(=O)(=O)N2CCOCC2)ccc1F	10µM*	.	10µM*	.	?	.
49	C=CCOc1ccc(/C=C\c2nc(O)c([N+](=O)[O-])c(=O)[nH]2)cc1OCC	-13%	-8	2%[0.00184 µM]	-8%	8%	-9
50	O=C(CCS(=O)(=O)c1ccc(Cl)cc1)N1CCN(S(=O)(=O)c2cccs2)CC1	0%[5.75 µM]	-3	-20%	4%	-17%&-1%	-16
51	COc1ccc(NC(=O)CCc2nnc3ccc(N4CCC(C)CC4)nn23)cc1	0%	6	?	.	-9%	-3
52	O=C(NCCCc1ccncc1)C1CCC(=O)N(Cc2cccc(F)c2)C1 (stereo unspecified)	8%	10	-5%	3%	-5%	-9
53	Cc1ccc(N2C(=O)CSC2c2ccccn2)cc1Cl (stereo unspecified)	-3%	25*	?	-4%	-13%	11
54	CCC(C)NC(=O)[C@H](CSCc1ccccc1)N1Cc2ccccc2C1=O (stereo partly specified)	10µM*	-3	-7%	2%	-4%	-14
55	CCCCN1C(=O)/C(=C/C=C2\Oc3ccccc3N2CC)SC1=S	29%	-6	-18%	-18%	-2%	10
56	Cc1nc2ccccc2nc1OCC(=O)Nc1ccc2ccccc2c1	?	-4	-29%	1%	?	-15
57	COc1cc(CCC(=O)OCC(=O)NC(=O)c2ccc(Cl)cc2)cc(OC)c1OC	12%	1	7%	1%	6%	21
58	Cc1ccc(/C=N/NC(=O)c2cccc(S(=O)(=O)Nc3ccccc3Cl)c2)s1	1%	5	4%	?	8%	5
59	O=C(c1cccc(S(=O)(=O)N2CCOCC2)c1)N(Cc1ccc(F)cc1)Cc1ccco1	30%[activator]	-2	?	-4%	?	24
60	CC1CCC(NC(=O)CN2CCN(S(=O)(=O)c3cccs3)CC2)CC1 (stereo unspecified)	-43%	.	?	.	-8%	.

The list continues.
nr	SMILES	Pf growth 96h	CHX counter	Pf growth 48h	FBPA Giardia inh	HCV inhibitor	Shiga toxin inh
61	O=C(Nc1ccnn1C1CCN(Cc2ccc(C#CCCO)cc2)CC1)c1cccc(F)c1	?	-3	-17%	.	-13%	-15
62	O=C(O)c1cc([N+](=O)[O-])ccc1NCc1cccnc1	-17%	1	18%	-17%	23%	1
63	Cn1c(=O)c2c(nc(CN3CCOCC3)n2CCN2CCOCC2)n(C)c1=O	-81%	2	4%	-3%	14%	1
64	COCCNC(=O)Cn1nc(C(F)(F)F)c(Br)c1C	18%	-3	6%	0%	-3%	2
65	Cc1c(C)n(CCN(C)C)c2ncnc(NCc3ccccc3)c12	4%	-3	-4%[0.00184 µM]	-2%	-29%	3
66	COc1ccc(/C=N/NC(=O)CN(C2=NS(=O)(=O)c3ccccc32)c2ccccc2)cc1OC	-13%	-4	15%	5%	8%	-5
67	N#C/C(=C/c1ccc(Oc2ccc([N+](=O)[O-])cn2)cc1)C(=O)N1CCOCC1	-21%	-4	4%	-2%	27%	-3
68	COCCNC(=O)c1ccccc1NC(=O)c1ccccc1N(C)S(=O)(=O)c1ccc(C)cc1	?	13	?	3%	-12%	3
69	COc1ccc(-c2nsc(SCC(=O)Nc3ccc4c(c3)OCO4)n2)cc1	91%[activator]	7	31%[activator]	6%	9%	17
70	CN(C)CCCN(C(=O)c1ccco1)c1nc(-c2ccc(Cl)cc2)cs1	-7%	-7	0%	-6%	11µM*	-6
71	CCCCCCSc1ccc([C@H]2N[C@@](CC(C)C)(C(=O)OC)[C@H]3C(=O)N(C)C(=O)[C@@H]23)cc1OC	4.7µM*	.	6.6µM*	.	7.9µM*	.
72	O=S(=O)(Cc1ccccc1)Nc1ccc(Br)cn1	?	-3	-9%	5%	12%	-4
73	Cc1cc(-c2nnc(SCC(=O)c3ccc4c(c3)OCCO4)o2)no1	40%[activator]	-2	25%	1%	-4%	26
74	C=CCNC(=O)COc1ccc(Oc2ccccc2)cc1	40%[activator]	52*	i	-12%	2%	64*
75	CN(C(=O)c1ccccc1C(=O)OCC(=O)NC(=O)NC(C)(C)C)C1CCCCC1	20%	-6	20%	2%	26%	23
76	Cc1nnsc1C(=O)Nc1ccc(S(=O)(=O)N2CCCCC2C)cc1 (stereo unspecified)	43%[activator]	-4	-6%	2%	?	-3
77	O=S(=O)(Nc1cc(Cl)ccc1-n1cncn1)c1ccccc1Cl	-24%	.	20%	.	15%	.
78	O=C(CN(C(=O)c1csnn1)c1cccc(Cl)c1)NCCc1ccccc1	25%	-2	19%	-1%	-7%	-5
79	CCCCn1c(N)c(N(CCC(C)C)C(=O)c2ccc(C)o2)c(=O)[nH]c1=O	13%	.	4%	.	6%	.
80	CCN1CCN(Cc2nnnn2C(C)(C)C)CC1	-3%	-2	0%	0%	5%	-7
81	Cc1ccccc1N1CCN(C(=O)CCN2C(=O)c3ccccc3C2=O)CC1	75%[activator]	23*	6%	4%	5%	49*
